MmCpn inh: inhibitors of Methanococcus maripaludis chaperonin (MmCpn) | purified Mm-Cpn ATPase, ADP Transcreener TR-FRET | Potency, µM (doses to about 76.9 µM), for inactives: top-dose activity, negative = inhibition, actives largely listed as inhibitors | hit rate 0.031% among 330,000 | AID 504842; further: potency means the concentration at half of the fitted maximal effect; on the % scale 0 is the no-effect control and ±100 the full control effect; nearly all actives have a fitted effect of over 80% in size
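Quantitative HTS used 25 nM Mm-CPN and 10 uM ATP in magnesium/KCl Tris buffer, pH 7.4, with 1 mM DTT. Hydrolysis ran 30 min at 37°C; ADP was read by HTRF.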
HEK293 tox: cytotoxic in the GLP-1 receptor inverse agonist counter-screen; HEK293 cAMP-luciferase reporter cells, luminescence, 24 h; Potency, µM (series often up to 38.3 µM), for the others: top-dose activity change, negative = inhibition, hits mostly inhibitors; hit rate 0.13% among 410,000; AID 624418;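 further: loss of luciferase light is scored as toxicity; potency means the concentration at half of the fitted maximal effect; on the % scale 0 is the no-effect control and ±100 the full control effect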
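Seeding density was 200 cells/uL; after overnight-length (12 h) culture, 23 nL compounds went on for 24 h at 37 °C. Readout used a luciferase detection reagent, luminescence taken after 12 min at room temperature.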
FUS yeast rescue: suppressors of FUS proteinopathy in yeast | S. cerevisiae FUS-expressing, growth rescue, OD600, 24 h | Potency, µM (titrated, usually from 76.6 µM), for the others: at the top dose growth rescue (activation), hits mostly activators | hit rate 0.24% among 390,000;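 further: potency means the concentration at half of the fitted maximal effect; plate controls were DMSO vehicle for no effect and reference control for full effect; nearly all actives have a fitted effect of over 55% in size; some results filed as inactive show a strong effect at the top dose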
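Restored growth of FUS-toxic S. cerevisiae, read as 600 nm absorbance after 24 h at 30C in galactose medium (starting OD 0.005). Controls CP55940 and DMSO.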
Abeta rescue: restores growth of yeast expressing A-beta42 peptide | Potency, µM (highest dose often 46.1 µM), for inactives: at the highest dose growth rescue, actives largely listed as activators | hit rate 0.063% among 410,000 | yeast expressing A-beta42, growth rescue, OD600, 48 h; response scale: 0% DMSO, 100% iron-clioquinol control; further: potency means the concentration at half of the fitted maximal effect; nearly all actives have a fitted effect of over 55% in size
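Growth rescue measured by 600 nm absorbance after 48 h yeast culture at 30 C with compound. Values normalized between DMSO and an equimolar ferric chloride plus clioquinol control.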
TDP-43 yeast inh: inhibitors of TDP-43 toxicity in yeast; TDP-43 expressing yeast growth rescue, BacTiter-Glo, 24 h; Potency, µM (doses to about 46.1 µM), inactives show at the highest dose growth rescue (activation), hits mostly activators; hit rate 1.8% among 410,000; AID 652104; further: potency means the concentration at half of the fitted maximal effect; % of control where 0% means no effect; nearly all actives have a fitted effect of over 50% in size
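Growth rescue of TDP-43-toxic yeast measured as ATP luminescence (BacTiter-Glo). Cells grown to mid-log in raffinose, induced in galactose at OD600=0.02, exposed to compound 24 hr at 30 deg C.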
GLP-1R inv ag: GLP-1 receptor (human) inverse agonism. P43220. HEK293 GLP-1R CRE-luciferase, luminescence, 24 h; GLP-1R form is constitutively active. Potency, µM (doses to about 38.3 µM), inactives show at the top dose activity change, negative = inhibition, hits mostly inhibitors. hit rate 1.6% among 410,000. AID 624417; further: potency means the concentration at half of the fitted maximal effect; on the % scale 0 is the no-effect control and ±100 the full control effect; nearly all actives have a fitted effect of over 55% in size
Target sequence (P43220 whole entry, looked up): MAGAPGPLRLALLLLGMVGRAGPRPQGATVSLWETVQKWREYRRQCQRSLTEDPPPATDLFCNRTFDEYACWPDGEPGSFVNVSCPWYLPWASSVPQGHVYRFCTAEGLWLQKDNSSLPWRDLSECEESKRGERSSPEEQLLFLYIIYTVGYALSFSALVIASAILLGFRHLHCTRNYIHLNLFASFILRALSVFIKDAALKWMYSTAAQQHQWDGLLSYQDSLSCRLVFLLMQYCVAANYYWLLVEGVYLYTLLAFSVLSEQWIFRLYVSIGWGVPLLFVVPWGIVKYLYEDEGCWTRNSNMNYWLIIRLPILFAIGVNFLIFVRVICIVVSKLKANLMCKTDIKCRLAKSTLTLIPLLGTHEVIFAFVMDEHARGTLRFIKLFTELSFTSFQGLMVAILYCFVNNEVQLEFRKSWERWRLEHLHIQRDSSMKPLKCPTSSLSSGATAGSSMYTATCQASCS
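Readout was luciferase luminescence, measured 12 min after detection reagent at room temperature. Beforehand, GLP-1R reporter HEK293 cells had sat 12 h, then received compounds for 24 hr at 37 deg C.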
Akt phos inh: inhibitors of Akt phosphorylation. Neuro2A IGF-stimulated pAkt S473 HTRF, 20 min; active compounds read low. activity change, % for hits at 50 µM. hit rate 0.32% among 360,000. AID 651550; in the data active means activity change below about -80%; inconclusive means mostly about -51% to -80%; further: on the % scale 0 is the no-effect control and ±100 the full control effect
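Neuro2A cells in DMEM with 0.5% FBS, overnight at 37 deg C, given compound at single 50 µM final, then IGF (6 nM final) for 20 min at 37 deg C. Lysed; phospho-Akt Ser473 by HTRF after 24 h, 665/615 ratio.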
aSyn rescue: rescues yeast growth from alpha-synuclein toxicity; AID 652106; Potency, µM (titrated, usually from 46.1 µM), without a hit: at the top dose growth rescue (activation), usual class: activators; hit rate 0.14% among 370,000; Yeast expressing alpha-synuclein, growth rescue, BacTiter-Glo, 24 h; further: potency means the concentration at half of the fitted maximal effect; % of control where 0% means no effect; nearly all actives have a fitted effect of over 65% in size
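Screening used galactose-induced yeast with toxic alpha-synuclein levels, exposed to compound for 24 hr at 30 deg C. Cell growth, read with BacTiter-Glo luminescence, gave the measured signal.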
PTHR1 ag: agonists of human PTHR1 parathyroid hormone receptor | HEK293 GP2 PTHR1 cells, GloSensor cAMP luminescence, 1 h | Potency, µM (doses to about 115 µM), inactives show at the top dose activation, actives largely listed as activators | hit rate 0.075% among 410,000 | AID 743266; further: potency means the concentration at half of the fitted maximal effect; nearly all actives have a fitted effect of over 55% in size; some results filed as inactive show a strong effect at the top dose; inactives centre near -15; many of its hits are not listed in these tables
Target sequence (Q03431 whole entry, looked up): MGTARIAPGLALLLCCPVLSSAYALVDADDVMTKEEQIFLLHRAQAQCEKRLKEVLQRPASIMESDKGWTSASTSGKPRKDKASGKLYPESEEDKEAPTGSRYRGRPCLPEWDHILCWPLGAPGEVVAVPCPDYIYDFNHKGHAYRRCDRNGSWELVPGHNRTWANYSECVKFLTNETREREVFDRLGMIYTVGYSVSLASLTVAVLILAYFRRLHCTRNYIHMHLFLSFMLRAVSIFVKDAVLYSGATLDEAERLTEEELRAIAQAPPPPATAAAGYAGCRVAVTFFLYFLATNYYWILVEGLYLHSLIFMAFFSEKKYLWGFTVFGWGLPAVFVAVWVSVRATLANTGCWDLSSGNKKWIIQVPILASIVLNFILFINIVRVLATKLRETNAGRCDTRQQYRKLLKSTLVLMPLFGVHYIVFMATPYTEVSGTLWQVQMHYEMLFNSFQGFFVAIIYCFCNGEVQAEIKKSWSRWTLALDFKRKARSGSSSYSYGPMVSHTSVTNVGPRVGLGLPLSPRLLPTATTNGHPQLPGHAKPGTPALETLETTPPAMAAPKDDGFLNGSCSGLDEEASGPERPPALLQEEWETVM
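HEK-293-derived GP2 cells expressing PTHR1 and a GloSensor cAMP reporter, 3,000/well, plated overnight, given luciferin plus IBMX (each 0.5 mM as added) for 1 h at 37 °C, then compound for 1 h at 37 °C. Luminescence was read after 15 min at room temperature.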
Active calls of the source: *; i = inactive; ? = inconclusive; / = no result given; [ ] = another dose, or the depositor's remark. Unless noted, the call rests on the fitted dose curve; in most records, active means well fitted curve in the direction sought with a large enough effect; inconclusive means small, poorly fitted or top-dose-only effect, or another doubt; inactive means no such curve, though single readings can be large; an effect the other way counts as inactive or inconclusive.

SMILES	MmCpn inh	HEK293 tox	FUS yeast rescue	Abeta rescue	TDP-43 yeast inh	GLP-1R inv ag	Akt phos inh	aSyn rescue	PTHR1 ag
COc1ccc(NC(=O)COC(=O)c2ccc(S(=O)(=O)N3CCCCCC3)cc2)c(OC)c1	2%	4%	-2%	7%	12%	18%	i	-1%	-3%
CCc1ccc(C(=O)N2CCCC2)s1	-2%	?	-5%	-4%	-24%	-2%	i	-2%	-14%[57.5 µM]
CC12CC3(C)CC(C)(C1)CC(C(=O)NCc1cccnc1)(C2)C3	-1%	0%	7%	25%	-1%	?	i	7%	-7%
Cc1ccc(-n2c(-c3ccc(Cl)cc3Cl)n[nH]c2=S)cc1	1%	?	57%	?	17%	-16%	i	14%	-31%[inhibitor]
N/C(CC(=O)NC1CCCCC1)=N\OCC(=O)Nc1ccc(Cl)c(Cl)c1	3%	6%	30%	0%	-4%	22µM*	i	1%	i
Cc1cccc(N(CC(=O)NCc2ccco2)S(=O)(=O)c2ccccc2)c1	/	-35%	-4%	10%	4%	-17%	i	0%	i
Cc1ccc(C)c(CN2CCCNC2=O)c1	2%	-1%	2%	7%	-5%	6%	/	6%	-5%[57.5 µM]
Cc1ccc(NC(=O)CCS(=O)(=O)c2cccc3nonc23)c(C)c1	/	7%	2%	-10%	10%	7%	/	/	10%
CC(C)(C)OC(=O)N1CCC(c2c(C(=O)N3CCN(c4ncccn4)CC3)cnn2-c2ccc(F)cc2)CC1	/	19%	5%	-2%	12%	3%	/	/	-14%
COc1ccc(C=C2NC(=O)NC2=O)cc1O	/	0%	-8%	-5%	17%	5%	i	?	i
CCOC(=O)Nc1ccc2c(c1)N(C(=O)CCN1CCOCC1)c1ccccc1S2=O (stereo not given)	1%	?	16%	-15%	-9%	-3%	i	7%	i
Cc1c(NC(=O)C(=O)/C=C(/O)c2ccccc2)c(=O)n(-c2ccccc2)n1C	2%	2%	/	6%	-49%[inhibitor]	0%	i	11%	-7%
Fc1ccccc1CSc1nncn1NCc1cccs1	-1%	6%	22%	10%	0%	2%	i	25%	-21%[57.5 µM]
N#Cc1ccc(-c2ccc(OCC(=O)Nc3cccnc3)cc2)cc1	-2%	23%	/	-11%	9%	9%	i	-21%	-8%
NC(=O)CN1CCN(c2nc(-c3ccc(F)cc3)cs2)CC1	-1%	2%	3%	-14%	-6%	32%[activator]	i	-3%	0%[57.5 µM]
O=C(CCS(=O)(=O)c1cccc2nsnc12)Nc1ccc(F)cc1	/	5%	7%	-8%	20%	10%	/	/	i
COc1ccc(CN2CCC(n3nccc3NC(=O)CCc3ccccc3)CC2)c(C)c1C	1%	-1%	0%	7%	15%	4%	i	-12%	-7%
O=C(COC(=O)c1ccc(Br)o1)Nc1ncc(Cl)cc1Cl	-4%	3%	15%	-2%	-8%[0.397 µM]	17%	i	-7%	i
COc1ccccc1NC(=O)C1=C(C)NC2=C(C(=O)CCC2)C1c1ccc(C)o1 (stereo not given)	3%	-27%	9%	1%	-13%	0%	i	4%	i
COc1ccccc1CN(C)CC(=O)NC(=O)NC1CCCCC1	0%	6%	-9%	5%	12%	4.5µM*	i	0%	-50%[inhibitor]
CCC(Sc1nc2ccsc2c(=O)n1Cc1ccc(C(=O)O)cc1)C(=O)Nc1ccc(Cl)cc1 (stereo not given)	/	-40%	35µM*	-10%	21%	-6%	i	-3%	-38%[inhibitor]
FCCCOc1ccc(-c2ccnc(-c3ccccc3)n2)cc1	0%	-5%	9%	17%[9.22 µM]	?	5%	i	-12%	-4%
C=CCN1c2ccccc2[C@]23C[C@@H](C(=O)OC)N(C(=O)c4ccc(Br)cc4)C2=NC(C(=O)OC)=C(C(=O)OC)[C@H]13	1%	-1%	20%	-14%	1%	?	i	7%	-1%
COc1ccc(CCNC(=O)c2sc3nc4n(c(=O)c3c2C)CCC4)cc1	1%	7%	7%	-6%	6%	-20%	i	-6%	i
CN(C(=O)c1ccc(NC(=O)Cc2ccc(NC(=O)C3CCN(C(=O)C4CCC4)CC3)cc2)cc1)C1CCCC1	/	-4%	41%	2%	16%	-1%	i	-6%	i

Next part (2 carried over from the part before).
SMILES	MmCpn inh	HEK293 tox	FUS yeast rescue	Abeta rescue	TDP-43 yeast inh	GLP-1R inv ag	Akt phos inh	aSyn rescue	PTHR1 ag
COc1ccc(CCNC(=O)c2sc3nc4n(c(=O)c3c2C)CCC4)cc1	1%	7%	7%	-6%	6%	-20%	i	-6%	i
CN(C(=O)c1ccc(NC(=O)Cc2ccc(NC(=O)C3CCN(C(=O)C4CCC4)CC3)cc2)cc1)C1CCCC1	/	-4%	41%	2%	16%	-1%	i	-6%	i
Cc1ccc(S(=O)(=O)N(C)C)cc1NC(=O)c1cc(-c2ccncc2)nc2ccccc12	-3%	-17%	?	-21%	-32%[inhibitor]	-13%	i	10%[1.84 µM]	?
COc1ccc(NC(=O)C(c2ccnc3ccccc23)n2c(=O)c(-c3ccccc3)nc3ccccc32)cc1 (stereo not given)	/	-3%	?	1%	22%	5%	i	1%	-5%
C[C@@H](CN1C2=NC[C@H](C)N2C[C@H]1Cc1ccc(O)cc1)NC(=O)CCC1CCCCC1	/	8%	-15%	13%	8%	2%	i	-2%	-24%
CCCCN(C(=O)CCC(=O)Nc1cc(C)on1)C(C(=O)NC(C)(C)C)c1cccc(OC)c1OC (stereo not given)	2%	16%	45%	8%	7%	-19%	i	-3%	i
COCCNS(=O)(=O)c1ccc2c(c1)n(C)c(=O)n2C	0%	1%	-13%	-10%	-8%	10%	i	-6%	-5%[57.5 µM]
CN(CC(=O)Nc1ccccc1Cl)C(=O)CSc1nc2ccccc2s1	0%	-16%	/	17%	?	-21%	i	3%	-52%
On1nnc2c3ccccc3c3ccccc3c21	1%	2%	18%	6%	-7%	6%	i	-6%	i
Cc1ccc(NC(=O)COc2ccc(N3CC(C(N)=O)CC3=O)cc2)c(C)c1 (stereo not given)	0%	3%	16%	2%	21%	2%	i	-3%	-1%
S=c1[nH]nc(-c2ccccn2)n1/N=C/c1ccccc1	1%	-3%	/	4%	3%	22%	i	-3%	i
COc1ccc(CNC(=O)c2cnc3scc(C)n3c2=O)cc1	2%	3%	7%	-16%	0%	83%[activator]	i	1%	i
CN(Cc1c(F)cccc1Cl)C(=O)C1CC(=O)N(CCc2ccccc2)C1 (stereo not given)	-2%	1%	15%	-1%	?	-8%	i	6%	i
CN(CC(=O)NCc1ccco1)S(=O)(=O)c1ccc2c(c1)n(C)c(=O)c(=O)n2C	1%	2%	16%	-10%	-7%	29%	i	3%	-25%[57.5 µM]
CSc1ccc(C#N)cc1NC(=O)c1ccccc1C	-4%	12%	15%	7%	-3%	3%	i	-3%	i
C=CC12C=CC=CN1C(C(=O)OC)=C(C(=O)OC)C(C(=O)OC)=C2C(=O)OC (stereo not given)	-1%	4%	/	-1%	7%	-1%	i	0%	i
Nc1nnc(SCC(=O)OCC(=O)c2ccccc2Br)s1	1%	-7%	10%	-19%	-21%	-23%	i	1%	0%
CCS(=O)(=O)N1CC(=O)N(c2cccc(Cl)c2C)C(C)(C(=O)NC2CCCCC2)C1 (stereo not given)	/	4%	2%	-31%	9%	5%	/	/	i
CCOc1ccccc1NC(=O)CCCCCN1C(=O)[C@@H]2Cc3ccccc3CN2C1=O	-3%	?	12%	-43%[inhibitor]	?	?	i	3%	-51%[inhibitor]
CCc1cccc(N=c2c([N+](=O)[O-])nn(-c3ccc(Cl)cc3)n2O)c1	1%	-13%	5%	30%	7.9µM*	?	i	4%	-30%[inhibitor]
COc1cc(C(=O)Nc2ccccc2C(=O)NCc2cccnc2)cc(OC)c1OC	3%	-2%	7%	-5%	-21%	20%	i	-5%	?
C=CCn1c(O)c(N=NC(=S)Nc2ccccc2F)c2cc(S(=O)(=O)N3CCOCC3)ccc21	3%	?	7%	-10%	19%	3%	i	-5%	i
N=c1oc2ccccc2cc1C(=O)Nc1ccccc1	0%	0%	15%	0%	-8%	24%	i	-1%	-81%[inhibitor]
O=C(Cc1coc2ccc3ccccc3c12)NCc1ccccc1	-3%	4%	37%	14%	20%	?	i	19%	-25%
CCCOC(=O)Nc1ccc(N2CCCCC2)cc1	/	0%	2%	4%	13%	0%	i	1%	-2%
O=C(Nc1c2c(nn1-c1ccc(Cl)cc1)CS(=O)(=O)C2)c1ccccc1	0%	4%	17%	3%	-11%	0%	i	0%	i
CC(=O)Nc1ccc(SCC(=O)NNC(=O)CN(C)S(=O)(=O)c2ccc(C)cc2)cc1	2%	8%	9%	1%	-19%	3%	i	0%	-2%
CCCCCCCCNCCS(=O)(=O)NCCCCCCCC	/	9%	?	-58%[inhibitor]	4%	3%	i	-60%[inhibitor]	-19%
COc1cccc(NC(=S)NNC(=O)Cn2nc(C(F)(F)F)cc2C)c1	2%	-26%	/	-8%	?	21%	i	-10%	-12%
O=C(CN1C(=O)NC(c2ccccc2)(c2ccccc2)C1=O)N1CCN(c2ccc(F)cc2)CC1	-4%	?	?	-23%	1%	7.9µM*	i	7%	i
Cc1nn(S(=O)(=O)c2ccc(C(C)(C)C)cc2)c(C)c1S(=O)(=O)N1CCOCC1	-3%	2%	20%	3%	1%	9%	i	14%	13%
COc1ccc(CCNC(=O)c2c(C)oc3ncn(CC(C)C)c(=O)c23)c(OC)c1	/	-1%	19%	-15%	24%	-10%	/	/	i

Some of these compounds in order of their number in MmCpn inh, highest first:
structure	MmCpn inh	GLP-1R inv ag	Akt phos inh	PTHR1 ag
COc1cc(C(=O)Nc2ccccc2C(=O)NCc2cccnc2)cc(OC)c1OC	3%	20%	i	?
Cc1ccc(S(=O)(=O)N(C)C)cc1NC(=O)c1cc(-c2ccncc2)nc2ccccc12	-3%	-13%	i	?
CSc1ccc(C#N)cc1NC(=O)c1ccccc1C	-4%	3%	i	i

An excerpt (hit frequency here may not be typical).
